Compound activity from PubChem.
DT40 TDP1 CPT – qHTS for Inhibitors of human tyrosyl-DNA phosphodiesterase 1 (TDP1): qHTS in cells in presence of CPT; chicken DT40 Tdp1-/-;hTDP1 cells + 20 nM CPT, ATP luminescence, 48 h; 12% of 420,000 active; Potency, µM (top dose mostly 46.2 µM), without a hit: top-dose activity change, negative = growth inhibition, actives largely listed as inhibitors; also: nearly all actives have a fitted effect of over 55% in size
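Chicken DT40 Tdp1-/- cells complemented with human TDP1, 400 cells/well, exposed to compounds plus 20 nM camptothecin for at least 48 h at 37 C; viability read as ATP content by CellTiter-Glo luminescence.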
N370S GC – qHTS Assay for Inhibitors and Activators of N370S glucocerebrosidase as a Potential Chaperone Treatment of Gaucher Disease. Lysosomal acid glucosylceramidase (Homo sapiens), P04062. N370S GC spleen homogenate, 4MU-glucoside fluorescence. Potency, µM (titrated, usually from 59.4 µM), inactives show at the top dose activity change, negative = inhibition, most hits filed as inhibitors. 0.092% of 330,000 active;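 also: 0% = full enzyme activity and -100% = no enzyme basal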
FEN1 inh – qHTS Assay for the Inhibitors of Human Flap endonuclease 1 (FEN1); P39748; Recombinant FEN1 flap cleavage, fluorescence, 15 min; Potency, µM (doses to about 114 µM), without a hit: at the top dose activity change, negative = inhibition, actives largely listed as inhibitors; 0.35% of 390,000 active; AID 588795, 2011; also: nearly all actives have a fitted effect of over 65% in size
Target sequence (P39748 whole entry, looked up): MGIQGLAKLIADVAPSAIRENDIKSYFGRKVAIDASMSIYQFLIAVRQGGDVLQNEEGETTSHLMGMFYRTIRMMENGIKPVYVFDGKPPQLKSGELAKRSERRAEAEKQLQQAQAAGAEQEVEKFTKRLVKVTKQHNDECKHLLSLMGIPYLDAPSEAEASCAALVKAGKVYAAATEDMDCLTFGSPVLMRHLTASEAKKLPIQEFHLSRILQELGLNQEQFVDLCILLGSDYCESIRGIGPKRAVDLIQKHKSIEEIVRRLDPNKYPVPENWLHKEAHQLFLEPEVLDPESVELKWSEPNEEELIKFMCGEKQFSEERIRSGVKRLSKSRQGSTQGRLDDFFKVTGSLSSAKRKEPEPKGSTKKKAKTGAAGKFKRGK
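With each library titrated from low to high concentration, compounds met 10 nM FEN1 for 15 min at room temperature before 50 nM substrate was added; readings at 0 and 15 min fed four-parameter Hill curve fits.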
The depositor's hits bear a star; [ ] = remark or other dose. Calls follow the shape of the dose curve; as a rule, active = well fitted curve in the direction sought with a large enough effect; inconclusive = small, poorly fitted or top-dose-only effect, or another doubt; inactive = no such curve, though single readings can be large; an effect the other way counts as inactive or inconclusive. Unless noted, % is scaled to controls: 0 for no effect and ±100 for the full control effect; potency is read from the fitted curve at half-maximal effect. An excerpt. The share of hits here may be higher or lower than overall.

For C[C@@H]1NC(=O)c2cc([N+](=O)[O-])cc(I)c2OCC[C@@H](C(=O)NC(CC(=O)O)C(N)=O)NC(=O)[C@H](CCC(=O)O)NC1=O (stereo partly specified) the results were DT40 TDP1 CPT inconclusive, N370S GC 5.6% and FEN1 inh 0.8%.
O=c1cc(CN2CCN(c3ccccc3)CC2)c2cc(O)c(-c3ccccc3)cc2o1 was read as DT40 TDP1 CPT 5.8µM*, N370S GC 6.9%[2.35 µM] and FEN1 inh 8.3%.
Screening COc1cc(C(C)=O)ccc1COc1ccc(C(=O)OCC(=O)NC2CCS(=O)(=O)C2)cc1OC (stereo unspecified) returned DT40 TDP1 CPT inconclusive, N370S GC -28.0% and FEN1 inh -5.5%.
For COc1ccc(C)cc1Nc1nc(N)c2ccccc2n1 the results were DT40 TDP1 CPT inconclusive, N370S GC -20.7% and FEN1 inh inconclusive.
For COc1ccc(S(=O)(=O)N(C)C)cc1NCC(=O)Nc1cccc(C#N)c1 the results were DT40 TDP1 CPT -3.5%, N370S GC 9.3% and FEN1 inh -9.3%.
For CSc1nc2c(cc1C#N)CCCCC2 the results were DT40 TDP1 CPT -12.4%, N370S GC inconclusive and FEN1 inh 8.9%.
Screening Cc1nc(Nc2ccc3c(c2)OCCO3)c2nnn(Cc3ccccc3Cl)c2n1 returned DT40 TDP1 CPT inconclusive, N370S GC 2.2% and FEN1 inh -7.9%.
`CC1=C(C(=O)OCc2ccccc2)C(c2ccccc2OS(=O)(=O)c2ccc(C)cc2)NC(=O)N1CCCC(=O)O` (stereo unspecified) gave DT40 TDP1 CPT -28.4% and FEN1 inh -19.2%.
For CCOC(=O)c1c(NC(=O)CSc2ncnc3[nH]ncc23)sc2c1CCC(C)C2 (stereo unspecified) the results were DT40 TDP1 CPT -29.2%, N370S GC inconclusive and FEN1 inh 17.3%.
`CCN(CC(=O)Nc1c(F)cccc1F)C(=O)c1cc(S(=O)(=O)NCc2ccccc2)ccc1C` gave DT40 TDP1 CPT inconclusive, N370S GC -18.1% and FEN1 inh -1.1%.
For CN1CCN(c2nc(-c3cccs3)cs2)CC1 the results were DT40 TDP1 CPT -3.9%, N370S GC 2.8% and FEN1 inh -6.1%.
Screening COc1ccc(-c2nc3c(c4nnc(SC(C)C(=O)Nc5ccccc5)n24)COC(C)(C)C3)cc1 (stereo unspecified) returned DT40 TDP1 CPT -0.4%, N370S GC 6.1% and FEN1 inh -4.1%.
`Cn1cccc1C(=O)NNC(=O)COc1ccccc1Cl` gave DT40 TDP1 CPT 10.5% and FEN1 inh -0.4%.
`Cc1ccc(OCC(=O)NCc2ccco2)cc1C` gave DT40 TDP1 CPT -14.8%, N370S GC -1.8% and FEN1 inh 3.3%.
For O=C(Nc1nccs1)C1CCN(S(=O)(=O)c2cccs2)CC1 the results were DT40 TDP1 CPT -17.9%, N370S GC -4.9% and FEN1 inh 11.0%.
Screening CCN(CC)CCNc1nc2c(c(=O)[nH]c(=O)n2C)n1CC(O)COc1ccc(Cl)cc1Cl (stereo unspecified) returned DT40 TDP1 CPT -7.3%, N370S GC -5.2% and FEN1 inh 3.0%.
For Cc1ccc2c(c1)c(N=Nc1cccc(C(=O)O)c1)c(O)n2C the results were DT40 TDP1 CPT inconclusive, N370S GC -3.5% and FEN1 inh -7.3%.
Screening Cc1c(CN2CCC(C)CC2)c(=O)n(-c2ccccc2)n1C returned DT40 TDP1 CPT -3.3%, N370S GC -14.6%[2.35 µM] and FEN1 inh 1.1%.
CCOC(=O)c1c(NC(=O)Nc2ccccc2)sc(C)c1C was read as DT40 TDP1 CPT inconclusive, N370S GC -9.6% and FEN1 inh -17.3%.
`O=C1C=C(Nc2ccccc2)C(=O)c2ccccc21` gave DT40 TDP1 CPT 13µM*, N370S GC 12.3% and FEN1 inh -12.6%.

Continued, starting with the last 2 of the part before.
CCOC(=O)c1c(NC(=O)Nc2ccccc2)sc(C)c1C was read as DT40 TDP1 CPT inconclusive, N370S GC -9.6% and FEN1 inh -17.3%.
`O=C1C=C(Nc2ccccc2)C(=O)c2ccccc21` gave DT40 TDP1 CPT 13µM*, N370S GC 12.3% and FEN1 inh -12.6%.
Screening COC(=O)c1ccc(COc2ccccc2/C=C(\C#N)C(=O)Nc2ccc(C)cc2)cc1 returned DT40 TDP1 CPT 6.51µM*, N370S GC 1.5% and FEN1 inh 1.4%.
Cc1nc(Cl)sc1C(=O)Nc1cccc(Cl)c1 was read as DT40 TDP1 CPT -20.2%, N370S GC -6.2% and FEN1 inh -18.2%.
`COC(=O)c1scc(C)c1NC(=O)C(Cl)c1ccccc1` (stereo unspecified) gave DT40 TDP1 CPT -9.9%, N370S GC -4.1% and FEN1 inh 17.0%.
`Cc1nc(N2CCCC2)ncc1C(=O)NCc1ccccc1Cl` gave DT40 TDP1 CPT -0.4% and FEN1 inh 17.7%.
For Nc1c(Cl)cc(N=Nc2ccccc2)cc1Cl the results were DT40 TDP1 CPT inconclusive and FEN1 inh 6.7%.
CN(C)CCCNc1nc(N)c([N+](=O)[O-])c(NC2CCCCC2)n1 was read as DT40 TDP1 CPT inconclusive, N370S GC -15.8% and FEN1 inh -21.4%.
CCOC(=O)C1(C)NC(c2ccco2)C2C(=O)N(c3ccccc3)C(=O)C21 (stereo unspecified) was read as DT40 TDP1 CPT 2.3%, N370S GC 2.7% and FEN1 inh -4.9%.
CCCCNC(=S)NNC(=O)c1ccc2c(c1)OCO2 was read as DT40 TDP1 CPT -6.3%, N370S GC 3.4% and FEN1 inh 1.9%.
For CN(C)c1ccc(/C=N/NC(=O)CNC(=O)/C=C/c2ccco2)cc1 the results were DT40 TDP1 CPT -23.0%, N370S GC -11.6% and FEN1 inh -9.9%.
For CC(C)Cn1cnc2c1c(=O)n(CC(=O)NC(=O)NC(C)(C)C)c(=O)n2Cc1ccccc1 the results were DT40 TDP1 CPT -18.4%, N370S GC -9.7% and FEN1 inh -1.0%.
For COc1ccc2c(CNCc3cccs3)c(C(=O)O)n(Cc3ccccc3)c2c1 the results were DT40 TDP1 CPT -8.6% and FEN1 inh -0.7%.
Screening CC1CN(C(=O)c2ccccc2)OC(c2ccc3c(c2)OCO3)O1 (stereo unspecified) returned DT40 TDP1 CPT -2.3%, N370S GC 17.7% and FEN1 inh -4.5%.
Screening CC1CC(C)CN(CCCNC(=O)C2CCCN(S(=O)(=O)N3CC(C)CC(C)C3)C2)C1 (stereo unspecified) returned DT40 TDP1 CPT -14.1%, N370S GC -3.9% and FEN1 inh 22.4%.
CC1CCc2nn(CC(=O)NCc3ccc(F)cc3)cc2C1 (stereo unspecified) was read as DT40 TDP1 CPT inconclusive, N370S GC 1.4% and FEN1 inh 22.0%.
`CCOc1ccc(CC(=O)Nc2c(C(=O)Nc3ccc(OC)cc3OC)oc3ccccc23)cc1` gave DT40 TDP1 CPT inconclusive and FEN1 inh -1.5%.
`N#Cc1c(-n2ncnc2-c2cccc(Br)c2)sc2c1CCCCC2` gave DT40 TDP1 CPT -4.9% and FEN1 inh -13.1%.
O=C(Nc1cccc(C(=O)N2CCCCC2)c1)C1CCCCC1 was read as DT40 TDP1 CPT -16.1% and FEN1 inh -15.7%.
`NC(=O)c1ccsc1NC(=O)COC(=O)Cc1c[nH]c2ccccc12` gave DT40 TDP1 CPT inconclusive, N370S GC -8.4% and FEN1 inh 4.3%.
`COc1ccc2nc(NC(=O)c3ccc(NS(=O)(=O)c4cccs4)cc3)sc2c1` gave DT40 TDP1 CPT inconclusive, N370S GC -8.7% and FEN1 inh -15.3%.
`CCOc1ccccc1N/C=C/C(=O)C(C)(C)C` gave DT40 TDP1 CPT -9.4%, N370S GC 17.0% and FEN1 inh 7.0%.
For COc1cccc(C(=O)NCc2ccco2)c1 the results were DT40 TDP1 CPT -0.7%, N370S GC -4.2% and FEN1 inh 0.0%.
For COc1ccc(OC)c(Cc2nnc(CCC(=O)NCc3ccsc3)o2)c1 the results were DT40 TDP1 CPT -6.4%, N370S GC -19.8% and FEN1 inh -2.6%.
For O=C(CSc1nnc(CNC(=O)c2ccco2)o1)Nc1cccc(C(F)(F)F)c1 the results were DT40 TDP1 CPT -5.7%, N370S GC -20.1% and FEN1 inh -6.4%.
For COc1ccc(-c2nn(-c3ccc(C)cc3)c3c2cnc2ccc(C)cc23)cc1OC the results were DT40 TDP1 CPT 2.1% and FEN1 inh -11.1%.
CN(C(=O)c1ccc2c(c1)N(Cc1ccccc1F)C(=O)c1ccccc1S2)C1CCCCC1 was read as DT40 TDP1 CPT inconclusive and FEN1 inh inconclusive.
`Cc1ccc(-n2c(=O)c3ccc(C(=O)NCc4ccccc4Cl)cc3n(CC(N)=O)c2=O)cc1` gave DT40 TDP1 CPT inconclusive and FEN1 inh -14.4%.
CN(CC(=O)Nc1ccc(N2CCOCC2)cc1)Cc1cc(=O)n2ccsc2n1 was read as DT40 TDP1 CPT 18.4µM*, N370S GC -3.7% and FEN1 inh 7.8%.
Screening O=C(CN(Cc1ccc(Cl)cc1)C(=O)CN1C(=O)COc2ccccc21)NC1CCCC1 returned DT40 TDP1 CPT 5.4%, N370S GC -11.4% and FEN1 inh -3.5%.
Screening COc1ccc(-n2nnc(C(=O)Nc3ccccc3F)c2N)cc1 returned DT40 TDP1 CPT -14.6% and FEN1 inh 18.8%.
`CCOC(=O)c1c(C)[nH]c(C(=O)OCC(=O)NCc2ccccc2)c1C` gave DT40 TDP1 CPT inconclusive and FEN1 inh -17.0%.

Fetched by structure from above (2):
For COc1cccc(C(=O)NCc2ccco2)c1 the results were DT40 TDP1 CPT -0.7%, N370S GC -4.2% and FEN1 inh 0.0%.
CN(C(=O)c1ccc2c(c1)N(Cc1ccccc1F)C(=O)c1ccccc1S2)C1CCCCC1 was read as DT40 TDP1 CPT inconclusive and FEN1 inh inconclusive.

(more compounds)
Screening CCNC(=O)NC(=O)COC(=O)c1ccccc1SCC(=O)NC(=O)NCC returned DT40 TDP1 CPT 20.6µM*, N370S GC 15.1% and FEN1 inh 2.7%.
O=C(CN1C(=O)NC2(CCCc3ccccc32)C1=O)c1ccc(Br)cc1 (stereo unspecified) was read as DT40 TDP1 CPT inconclusive, N370S GC -1.7% and FEN1 inh -13.1%.
`CCOC(=O)[C@@H]1[C@H]2COc3cc(OC)ccc3[C@@H]2N2C(=O)N(c3ccc(C)cc3)C(=O)[C@]12C` gave DT40 TDP1 CPT -12.5% and FEN1 inh -1.1%.
COc1ccc(Nc2cc(C(=O)NCc3ccccc3)c3ccccc3n2)cc1OC was read as DT40 TDP1 CPT 5.7% and FEN1 inh -9.7%.
Screening O=C1COc2ccc3ccccc3c21 returned DT40 TDP1 CPT 3.8%, N370S GC 10.4% and FEN1 inh -6.3%.
Cn1c(NC2CCCCC2)cc(=O)n(C)c1=O was read as DT40 TDP1 CPT 7.7%, N370S GC -7.0% and FEN1 inh 13.9%.
Screening O=C(c1ccc(Cl)c(S(=O)(=O)N2CCOCC2)c1)N1CCN(c2ccccn2)CC1 returned DT40 TDP1 CPT -3.4% and FEN1 inh -8.3%.
Screening COc1ccc(C(=O)N2CCC3(CC2)CN(c2ccccc2)C3)cc1 returned DT40 TDP1 CPT inconclusive and N370S GC 9.0%.
COc1ccc(/C=N/NC(=S)Nc2cccc(C(=O)O)c2)cc1OC was read as DT40 TDP1 CPT 8.7%, N370S GC -5.7% and FEN1 inh -2.1%.
For C/C(=N\Nc1nccnc1Cl)c1ccc([N+](=O)[O-])cc1 the results were DT40 TDP1 CPT 0.6%, N370S GC 4.3% and FEN1 inh -5.5%.
For CC(=O)NCCn1c(SCc2cc(F)ccc2F)nc2ccccc2c1=O the results were DT40 TDP1 CPT inconclusive, N370S GC 7.6% and FEN1 inh 1.4%.
`CCCOC(=O)Nc1ccccc1C(N)=O` gave DT40 TDP1 CPT 13.4%, N370S GC -1.3% and FEN1 inh -11.1%.
Screening COc1ccccc1C(=O)N1CCN(C(=O)COc2cccc(C)c2)CC1 returned DT40 TDP1 CPT 1.6%, N370S GC -9.1% and FEN1 inh 5.3%.
`Cc1ccc(C(C)C)c(OCC(=O)OCC(=O)NC2CC2)c1` gave DT40 TDP1 CPT -20.0% and FEN1 inh 11.3%.
Screening CCn1c(CC(=O)Nc2ccccc2F)nnc1SCC(=O)N1CCOCC1 returned DT40 TDP1 CPT 7.0%, N370S GC 0.4% and FEN1 inh -6.2%.
O=C(c1cc(-c2ccccc2)nc2ccccc12)N1CCCc2ccccc21 was read as DT40 TDP1 CPT inconclusive, N370S GC -2.5% and FEN1 inh -14.8%.
COC(=O)c1c(C)oc2c1cc(NS(=O)(=O)c1cccs1)c1ccccc12 was read as DT40 TDP1 CPT -23.5% and FEN1 inh -9.5%.
Screening O=C(Nc1ccc(CN2CCS(=O)(=O)CC2)cc1)c1ccc(F)cc1 returned DT40 TDP1 CPT 0.3%, N370S GC 0.8% and FEN1 inh 1.8%.
